Source: PubChem
NR5A2 inv ag – suppresses constitutive activity of human LRH-1 | O00482 | HEK293T StAR-luciferase reporter, LRH-1 transfected, 24 h | inhibition, % at 3.6 µM | 0.13% of 360,000 active | AID 602396;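 active = inhibition above the mean inhibition of all tested compounds plus 3 SD, cut at about 73% in these data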;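 also: 0% = DMSO wells and 100% = reporter-only cells lacking LRH-1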
LMP1 NFkB inh – reduces LMP1-driven NF-kappaB luciferase signal; LMP1-induced NF-kappaB luciferase reporter cells, luminescence; inhibition, % at 12.5 µM; 0.69% of 350,000 active; in the data active = inhibition above about 41%;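 also: 0% = neutral control wells and 100% = reference inhibitor control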
TWEAK-Fn14 inh – inhibitors of TWEAK-Fn14 interaction signaling; TWEAK-stimulated Fn14 reporter cells, luciferase luminescence, 8 h; 2% of 360,000 active; inhibition, % at 10 µM; in the data active = inhibition above about 50%
C8 TRAIL sens – caspase-8 TRAIL sensitization. inhibition (viability loss, TRAIL sensitization), % at 10 µM. NB7+C8 cells + TRAIL, ATPlite viability luminescence. 1% of 360,000 active. AID 624354;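 active = compounds causing at least 50% loss of cell viability in the single-dose screen, relative to plate controls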
CF NFkB inh – inhibitors of cystic fibrosis induced NF-kB | 0.86% of 360,000 active | AID 588850 | KKLEB NF-kB-GFP reporter, PAF-induced, GFP fluorescence overnight | inhibition, % at 5 µM;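 active = at least 50% inhibition at 5 µM, scaled per plate between neutral and stimulator controls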;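 also: PAF is a Pseudomonas aeruginosa culture filtrate used as stimulus; plate controls were PAF-stimulated DMSO wells for no effect and unstimulated DMSO wells for full effect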
TROY NFkB inh – TROY signaling inhibition; Q293 LMP1-TROYcd NF-kB luciferase reporter, 4 h; inhibition, % at 10 µM; 0.98% of 360,000 active; AID 1347056;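 active = compounds whose plate-normalised and pattern-corrected inhibition of the luciferase reporter signal at the single screening dose is 50% or more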
NCOA1 inh – inhibitors of human steroid receptor coactivator 1 (SRC1). Q15788. HEK293 GAL4-SRC1 luciferase reporter, luminescence. inhibition, % at 3.6 µM. 0.12% of 360,000 active. AID 588354;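 active = inhibition above the campaign mean plus 3 SD, with each screening campaign given its own cutoff, cut at about 60% in these data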;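 also: 0% = DMSO treated cells and 100% = gossypol at 36 µM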
Target sequence (Q15788 whole entry, looked up, the tested form may be a part): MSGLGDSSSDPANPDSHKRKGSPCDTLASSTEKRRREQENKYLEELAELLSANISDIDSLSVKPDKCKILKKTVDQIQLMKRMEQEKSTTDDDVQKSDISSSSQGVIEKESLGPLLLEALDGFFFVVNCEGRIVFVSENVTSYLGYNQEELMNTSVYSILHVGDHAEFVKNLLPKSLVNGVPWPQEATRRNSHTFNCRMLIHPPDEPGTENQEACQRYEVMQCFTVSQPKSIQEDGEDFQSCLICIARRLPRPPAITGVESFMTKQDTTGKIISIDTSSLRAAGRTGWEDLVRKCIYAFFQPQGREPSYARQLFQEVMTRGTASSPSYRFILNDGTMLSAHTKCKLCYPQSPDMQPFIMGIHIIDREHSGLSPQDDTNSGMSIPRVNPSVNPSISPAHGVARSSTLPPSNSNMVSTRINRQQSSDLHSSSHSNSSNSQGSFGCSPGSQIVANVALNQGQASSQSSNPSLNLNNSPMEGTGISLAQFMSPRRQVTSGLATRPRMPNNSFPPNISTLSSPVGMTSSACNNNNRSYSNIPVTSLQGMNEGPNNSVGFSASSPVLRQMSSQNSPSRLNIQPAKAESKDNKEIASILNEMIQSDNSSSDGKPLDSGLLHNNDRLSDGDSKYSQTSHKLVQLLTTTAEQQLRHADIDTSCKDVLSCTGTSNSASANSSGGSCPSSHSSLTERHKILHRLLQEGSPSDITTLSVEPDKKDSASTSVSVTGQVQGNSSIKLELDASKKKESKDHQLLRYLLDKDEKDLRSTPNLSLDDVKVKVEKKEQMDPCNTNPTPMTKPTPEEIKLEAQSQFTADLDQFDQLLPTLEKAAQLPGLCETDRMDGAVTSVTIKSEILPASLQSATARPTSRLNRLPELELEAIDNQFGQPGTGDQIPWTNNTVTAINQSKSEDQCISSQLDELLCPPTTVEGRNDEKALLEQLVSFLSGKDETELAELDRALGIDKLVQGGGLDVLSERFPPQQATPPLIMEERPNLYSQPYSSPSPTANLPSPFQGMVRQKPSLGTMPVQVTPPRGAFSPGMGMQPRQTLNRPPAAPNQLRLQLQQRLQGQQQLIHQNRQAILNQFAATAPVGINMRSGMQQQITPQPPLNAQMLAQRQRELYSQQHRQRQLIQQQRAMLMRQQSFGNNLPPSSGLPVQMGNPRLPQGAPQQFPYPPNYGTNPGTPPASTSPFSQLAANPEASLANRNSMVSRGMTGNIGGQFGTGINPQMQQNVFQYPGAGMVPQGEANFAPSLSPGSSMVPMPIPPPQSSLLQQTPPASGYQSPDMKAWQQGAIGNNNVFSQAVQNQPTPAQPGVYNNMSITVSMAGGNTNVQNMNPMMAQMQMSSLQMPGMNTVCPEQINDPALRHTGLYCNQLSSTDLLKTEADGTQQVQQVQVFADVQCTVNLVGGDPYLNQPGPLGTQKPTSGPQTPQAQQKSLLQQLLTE
COUP-TFII inh – NR2F2 (human) inhibition, primary screen; P24468; HEK293T NGFI-A luciferase reporter, luminescence; inhibition, % at 8.6 µM; 0.7% of 370,000 active; AID 686940;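 active = inhibition above a per-plate cutoff, mean inhibition of test wells between control levels plus 3 SD, cut at about 38% in these data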;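 also: cells cotransfected with COUP-TFII expression vector driving the NGFI-A reporter; 0% = median of COUP-TF2 test wells and 100% = reporter-only cells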
NCOA3 inh – inhibitors of human steroid receptor coactivator 3 (SRC3); 0.17% of 360,000 active; HEK293 GAL4-SRC3 luciferase reporter, luminescence; inhibition, % at 3.6 µM; Q9Y6Q9;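 active = inhibition above a per-campaign cutoff, the mean of all compounds plus 3 SD, cut at about 60% in these data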;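 also: 0% = DMSO-treated cells and 100% = gossypol-treated cells at 36 µM; higher means less SRC3-driven luciferase light from the GAL4 reporter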
SRC2 inh – inhibits human steroid receptor coactivator 2; Q15596; HEK293 GAL4-SRC2 luciferase reporter, luminescence; inhibition, % at 9 µM; 0.17% of 370,000 active; AID 651957;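 active = inhibition above the mean inhibition of all tested compounds plus 3 SD, set per campaign, cut at about 52% in these data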;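 also: 0% = DMSO treated cells and 100% = cells given Gossypol at 36 µM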
KKLEB cytotox – reduces viability of KKLEB cystic fibrosis airway cells; 0.36% of 360,000 active; AID 602141; KKLEB CF airway cells viability, ATPlite luminescence, overnight; hits give low values; cells stimulated with P. aeruginosa culture filtrate; activity change (cytotoxicity), % at 5 µM;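 active = corrected activity change at or below -50% at 5 µM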
* hit, by the source's call; x = not tested or not shown.

SMILES	NR5A2 inv ag	LMP1 NFkB inh	TWEAK-Fn14 inh	C8 TRAIL sens	CF NFkB inh	TROY NFkB inh	NCOA1 inh	COUP-TFII inh	NCOA3 inh	SRC2 inh	KKLEB cytotox
CCOC(=O)c1ccc(NC(=O)c2nc[nH]c2C(=O)NCCCCCNC(=O)OC(C)(C)C)cc1	1	33	31	52*	20	8	-1	-1	-14	9	-16
Brc1ccc2nc(C3CCCCC3)c(Cc3ccsc3)n2c1	-8	x	23	3	2	11	-26	-8	-7	6	9
COc1cc(NC(=O)c2ccc(C)cc2)c(OC)cc1NC(=O)CN1CCCCC1	-5	3	-4	5	10	0	-14	11	-9	-11	-15
CCN(CC)CCn1c2ccc(F)cc2c2nc(C)sc21	27	-5	-3	6	-4	-19	9	-4	10	-7	1
COc1cccc(NC(=O)CN2CCC(C)CC2)c1	-27	-5	4	-3	19	-25	-32	-19	-31	-22	0
COc1ccc(-c2nc(C#N)c(N3CCCCCC3)o2)cc1	-6	14	-46	3	-1	-18	1	-13	-3	-13	-3
CCN(CC)c1nc(C)c(C(C)=O)cc1C#N	44	3	1	-5	24	31	5	8	22	-11	-2
Cn1c(Cc2cccs2)nnc1SCC(=O)Nc1ccccc1F	15	-1	-14	-11	12	2	-11	-1	2	-13	3
CC(C)N(C(=O)COC(=O)c1cccc(C(=O)OCC(=O)N(C(C)C)C(C)C)n1)C(C)C	7	-7	-1	-6	-20	1	1	25	7	-21	20
COc1cccc(C(=O)NCC(=O)OC(C)C(=O)NC23CC4CC(CC(C4)C2)C3)c1 (stereo unspecified)	10	2	27	-7	17	8	4	-3	8	-4	-10
O=C1C(=Cc2cccn2-c2ccc(O)cc2)C(=O)c2ccccc21	-18	-5	-9	-10	-23	-24	1	-16	7	-32	-5
Cc1ccc(C)c(N2CCN(C(=O)Cc3ccc(NC4=NC5CS(=O)(=O)CC5S4)cc3)CC2)c1 (stereo unspecified)	-15	1	15	-9	3	10	-5	-10	-1	0	5
CC(/C=C/c1ccc2c(c1)OCO2)=N\NC(=O)c1ccccc1	-107	-18	11	-3	-7	-24	-63	-4	-54	-60	-12
CCCN1CCN(CCCNC(=O)c2ccc3c(Cl)c4c(nc3c2)CCCC4)CC1	-32	-3	13	12	8	12	-7	-2	3	1	-17
COC(=O)Cn1cnc2c(oc3ccccc32)c1=O	-9	-11	-14	-2	-7	-25	-14	x	-15	x	3
COc1ccc(C2C(C(=O)N3CCOCC3)CCC(=O)N2c2ccc(OC)cc2)cc1 (stereo unspecified)	-3	-8	7	4	8	4	-3	-2	2	-34	7
Cc1ccc(CNC(=O)C2CCCN(S(=O)(=O)N3CCC(C)CC3)C2)cc1 (stereo unspecified)	-2	-3	5	3	-19	-6	2	3	3	11	6
Cc1cccc(CSCc2ccc(C(=O)NCC3CCCO3)o2)c1 (stereo unspecified)	12	1	1	6	12	-5	1	12	5	14	3
O=C(Nc1ccc(F)cc1)C1CCCN(c2cnccn2)C1 (stereo unspecified)	8	6	-4	-15	-2	4	-1	-17	9	21	10
CCCCCCCCC(=O)N/N=C/c1cccc(Br)c1	2	-16	9	4	12	-3	9	10	8	-3	7
CC1CCCCN1CC(=O)c1c(N)n(Cc2ccccc2)c(=O)n(C)c1=O (stereo unspecified)	9	-5	-20	10	1	-7	-10	-5	-9	5	6
O=C(CSc1nc2c(sc3ccccc32)c(=O)n1Cc1ccccc1)NCC1CCCO1 (stereo unspecified)	22	-6	15	1	-18	1	-20	-1	3	20	0
CC(=O)Nc1ccc(-c2cc(C(=O)O)c3ccccc3n2)cc1	-3	14	-1	45	-6	-6	-3	-14	9	10	-9
CCOc1ccc(NC(=O)c2nn(C)cc2Br)cc1	-58	-4	-9	46	4	-55	-67	-48	-54	-41	7
Cc1cc(=O)[nH]c(SCC2COC3(CCCCC3)O2)n1 (stereo unspecified)	16	1	6	-9	-14	-1	8	2	4	1	1
O=C(CCNS(=O)(=O)c1ccccc1C(F)(F)F)NNC(=O)c1csc(N2CCOCC2)n1	8	1	-20	-6	3	-5	-3	7	-2	-18	-7
COc1ccccc1C(=O)N1CCc2ccccc21	33	-1	11	2	-14	-4	2	20	11	-3	7
N#CC1=C(N)NC(SCc2ccccc2)=C(C#N)C12CCCC2	-1	4	7	25	1	4	6	-4	2	6	9
COc1ccc(C=O)cc1OS(=O)(=O)c1ccccc1[N+](=O)[O-]	-4	-2	10	-16	12	3	4	-9	9	-12	-2
COc1ccc(-c2coc3c(C(=O)NCC4CCOCC4)cccc23)c(C)c1	31	x	24	21	-7	37	8	42*	8	12	-3
O=C1c2ccccc2C(O)(c2ccccc2)N1c1ccncc1 (stereo unspecified)	-30	8	25	-12	10	6	-2	-13	-13	-6	10
Cc1ccc(NCN2C(=O)c3ccccc3C2=O)c(C)c1	14	-9	-14	-10	5	5	2	-1	4	-43	-8
CC1=NN(C(N)=S)C(=O)C1N=Nc1ccc(S(N)(=O)=O)cc1 (stereo unspecified)	8	6	-19	0	1	27	1	7	3	-32	4
COCC(=O)N1CCC2CC1c1cc(Cl)ccc12 (stereo unspecified)	6	2	-2	5	2	-2	12	-2	-8	-18	-3
NC(=O)CC(NC(=O)c1ccccc1)c1ccc(N2CCN(c3ccc(F)cc3)CC2)c([N+](=O)[O-])c1 (stereo unspecified)	19	5	-5	13	17	-12	10	21	7	-7	-2
COc1cc(-c2nnc(SCc3cc(=O)oc4cc(C)ccc34)o2)cc(OC)c1OC	6	8	-5	1	-6	-10	-14	-8	2	-8	5
O=C(Cn1cccc1)Nc1ccc(F)cc1F	-7	1	12	-5	4	2	5	12	11	2	-3
Cc1ccc(S(=O)(=O)N(C)c2ccccc2C(=O)Nc2ccc(F)cc2F)cc1	9	12	4	2	-7	-15	15	2	7	15	4
CCCS(=O)(=O)n1nc(-c2ccc(OC)cc2)cc1N	1	-13	-7	-11	-15	-13	-11	0	-6	-37	-16
O=C(N/C=C/n1cnc2cc(C(F)(F)F)ccc21)c1ccccc1F	-4	-6	3	-4	-5	-12	-1	-6	5	-16	0
CC(C)(C)N(Cc1ccccc1)C(=O)COC(=O)c1ccc(S(=O)(=O)N2CCOCC2)cc1	-18	2	-4	-5	8	8	5	6	-4	-1	-8
Cc1cc(/C=C2/NC(=O)N(Cc3ccccc3F)C2=O)c(C)n1C	19	-3	11	-6	6	14	3	10	13	3	10
COc1ccccc1N1CCN(C(=O)c2cc3sccc3n2C)CC1	2	19	8	-9	7	-22	-1	13	8	18	1
CCN(CC)S(=O)(=O)c1ccc(N(C)Cc2cccnc2)nc1	7	1	-7	2	9	-4	11	5	0	-6	2
COc1cc(NC(=O)c2ccc(-c3cn[nH]c3)c3ccoc23)cc(OC)c1OC	-26	x	23	17	2	-11	-21	-54	-35	-17	-7
COc1ccc(NS(=O)(=O)c2ccc(C)c(C(=O)NCC(c3ccco3)N3CCCCC3)c2)cc1 (stereo unspecified)	-9	-2	-1	-2	9	4	-3	-4	18	6	-12
S=C1NC(c2ccccc2)=NCN1c1ccccc1	-139	-24	-16	11	6	-71	-46	-34	-30	-44	-17
CC1CCCCC1NC(=O)COC(=O)Cc1ccc(Cl)cc1 (stereo unspecified)	5	-1	3	-24	-19	-9	-6	4	-8	18	4
CC1CCCCC1NC(=O)c1cc2c(=O)n3ccccc3nc2n1C (stereo unspecified)	-23	-3	-3	13	-12	0	-2	-14	-9	-23	-6
O=C(Nc1ccn(CCCNC2CCN(Cc3ccccc3)CC2)c(=O)n1)OCc1ccccc1	-11	-6	-11	3	3	1	-2	-15	-4	-5	-5

A draw from above in order of heavy-atom count, smallest number first.
SMILES	NR5A2 inv ag	LMP1 NFkB inh	TWEAK-Fn14 inh	C8 TRAIL sens	CF NFkB inh	TROY NFkB inh	NCOA1 inh	COUP-TFII inh	NCOA3 inh	SRC2 inh	KKLEB cytotox
S=C1NC(c2ccccc2)=NCN1c1ccccc1	-139	-24	-16	11	6	-71	-46	-34	-30	-44	-17
Cc1cc(/C=C2/NC(=O)N(Cc3ccccc3F)C2=O)c(C)n1C	19	-3	11	-6	6	14	3	10	13	3	10
COc1ccc(NS(=O)(=O)c2ccc(C)c(C(=O)NCC(c3ccco3)N3CCCCC3)c2)cc1 (stereo unspecified)	-9	-2	-1	-2	9	4	-3	-4	18	6	-12

(further entries)
SMILES	NR5A2 inv ag	LMP1 NFkB inh	TWEAK-Fn14 inh	C8 TRAIL sens	CF NFkB inh	TROY NFkB inh	NCOA1 inh	COUP-TFII inh	NCOA3 inh	SRC2 inh	KKLEB cytotox
CCN(c1ccccc1)S(=O)(=O)c1ccc2[nH]c(=O)c(=O)[nH]c2c1	-1	-1	12	5	-3	-6	23	10	-18	-12	5
O=C1CN(C(=O)COC(=O)C2CCN(S(=O)(=O)c3ccccc3C(F)(F)F)CC2)c2ccccc2N1	-3	8	4	-10	10	3	5	9	-13	8	-14
CC1Cc2ccccc2N1C(=O)c1cccnc1 (stereo unspecified)	-7	-2	-3	2	10	1	-3	4	-1	-19	1
COc1ccc(C2(CNC(=O)Cc3ccc(OC)c(OC)c3)CCCC2)cc1	11	9	12	0	-8	-8	4	-3	17	-4	6
CCCc1nc2sc3ccccc3c(=O)c2c(=O)n1Cc1ccc(OC)cc1	3	x	0	6	-1	8	-4	-3	-6	-27	6
COc1ccccc1NC(=O)C(=O)NCC(c1ccco1)N1CCc2ccccc2C1 (stereo unspecified)	-5	-3	-2	-4	0	-30	15	-14	-7	-18	-3
O=C(Nc1ccccc1F)C(=O)c1cn(CC(=O)N2CCCCC2)c2ccccc12	-10	-2	5	-5	-13	-47	-11	-10	-9	-45	5
Cc1nc(NC(=O)c2ccc(F)cc2)nc2cc3c(cc12)OCO3	-4	-3	-6	-11	-3	-21	1	-3	-6	-26	18
O=C(COC(=O)[C@@H]1CCCN1C(=O)c1cccs1)Nc1cccc(Cl)c1	0	-3	-6	-2	-27	-5	-12	-10	17	-5	10
C=CCCO[C@@H]1O[C@@H](C)[C@H](O)C[C@H]1O	-7	-6	9	-13	-27	2	-16	12	-10	-14	4
Nc1ccccc1C(=O)N/N=C1\C2CN3CCN(C2)CC1(c1ccccc1)C3	-88	-16	-12	-1	0	-56	-79	-20	-56	-30	1
C=C(C)CNC(=S)N/N=C1\CCCCc2ccccc21	15	-1	7	3	-10	8	-1	6	2	2	4
Cc1ccc(SCC(=O)Nc2cccc(C(=O)NC(C)(C)C)c2)cc1	-29	0	-18	10	-1	22	7	1	-6	12	-2
O=C(C1CCCO1)N1CCN(C(=S)Nc2cc(F)cc(F)c2)CC1 (stereo unspecified)	8	1	3	16	-2	8	-10	12	4	10	16
CNc1nc(-c2c(C)[nH]c3ccc(OC)cc23)cs1	21	-12	8	-42	26	15	-5	-12	-12	-43	-10
S=C(Nc1ccc(Cl)cc1)Nc1ccc2cn[nH]c2c1	2	-15	-28	-1	30	-8	-18	-2	-11	-1	-14
COc1cccc(NC(=O)C(=O)NCc2ccncc2)c1	-80	-19	-38	7	-6	-27	-49	-26	-37	-22	2
CCOc1ccc2sc(NS(=O)(=O)c3ccc(OC)c(OC)c3)nc2c1	-4	-7	1	-15	-1	-5	-2	8	3	19	16
Cc1ccc(NC(=O)c2ccco2)c(NC(=O)c2ccc(Cl)cc2)c1	6	-3	6	2	-10	-1	23	4	-43	-15	6
